GLP-1R agonist: activates the human GLP-1 receptor | P43220 | HEK293 GLP-1R CRE-luciferase, luminescence, 4-6 h; cells express a hypersensitive GLP-1R form | Potency, µM (titrated, usually from 45.6 µM), for inactives: at the highest dose activation, hits mostly activators | 380,000 compounds, 0.007% hits | AID 624172; note: potency is the fitted concentration of half-maximal effect; % of control where 0% means no effect
IL-2 act: activates IL-2 in a cell-based reporter assay; IL-2 activation reporter assay, cell-based qHTS; stimulated with anti-CD3/CD4/CD28 beads; in transgenic mouse T cells; activation, % (series mostly up to about 46 µM); 360,000 compounds, 0.065% hits; AID 652025; in the data active = activation above about 50%; inconclusive = mostly about 30% to 49%; note: 0% is about no effect
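Unstimulated transgenic mouse T cells preincubated 60 min with compound, then stimulated with anti-CD3/anti-CD4-coated beads plus anti-CD28 for 18 h at 37 degrees C. IL-2 response read as EGFP and DsRed fluorescence by plate cytometry.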
PTHR1 agonist: activates the human parathyroid hormone receptor PTHR1; Q03431; HEK293 GP2 PTHR1 cells, GloSensor cAMP luminescence, 1 h; Potency, µM (highest dose often 115 µM), for the others: top-dose activation, actives largely listed as activators; 410,000 compounds, 0.075% hits; note: potency is the fitted concentration of half-maximal effect; nearly all actives have a fitted effect of over 55% in size; some results filed as inactive show a strong effect at the top dose; inactives centre near -15; many of its hits are not listed in these tables
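HEK-293-derived GP2 cells expressing PTHR1 and a GloSensor cAMP reporter, 3,000/well, plated overnight, given luciferin plus IBMX (each 0.5 mM as added) for 1 h at 37 °C, then compound for 1 h at 37 °C. Luminescence was read after 15 min at room temperature.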
PI5P4K alpha inh: inhibitors of human PI5P4K alpha; P48426; PI5P4Kalpha enzyme, ADP-Glo luminescence, 60 min; active compounds read low; 330,000 compounds, 1.2% hits; max response, %; AID 652105; active = max response of -50% or lower; inconclusive = between -30% and -50%; inactive = -30% or higher; note: value at the top dose of about 77 µM; % is set by controls: 0 for no effect and ±100 for the full control effect
Target sequence (P48426 whole entry, looked up): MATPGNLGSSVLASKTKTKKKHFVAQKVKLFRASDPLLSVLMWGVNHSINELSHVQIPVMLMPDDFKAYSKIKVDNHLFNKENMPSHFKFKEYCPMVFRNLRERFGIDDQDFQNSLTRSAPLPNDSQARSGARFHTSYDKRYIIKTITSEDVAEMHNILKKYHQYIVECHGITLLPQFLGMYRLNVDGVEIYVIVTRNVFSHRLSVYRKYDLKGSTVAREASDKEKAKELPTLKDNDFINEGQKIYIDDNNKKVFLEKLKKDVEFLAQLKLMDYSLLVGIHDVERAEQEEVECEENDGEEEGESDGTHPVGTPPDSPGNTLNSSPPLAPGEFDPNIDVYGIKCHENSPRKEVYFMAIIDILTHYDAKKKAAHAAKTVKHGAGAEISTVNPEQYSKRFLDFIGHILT
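Luminescence from ADP-Glo served as readout of PI5P4Kalpha activity in a qHTS format. Reaction: enzyme, substrate, compound, ATP at 5 microM final, 60 min at RT.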
GLP-1R inv ag: GLP-1 receptor (human) inverse agonism. P43220. HEK293 GLP-1R CRE-luciferase, luminescence, 24 h; GLP-1R form is constitutively active. Potency, µM (doses to about 38.3 µM), inactives show at the top dose activity change, negative = inhibition, hits mostly inhibitors. 410,000 compounds, 1.6% hits. AID 624417; note: potency is the fitted concentration of half-maximal effect; % is set by controls: 0 for no effect and ±100 for the full control effect; nearly all actives have a fitted effect of over 55% in size
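Stable HEK293 clone (constitutively active GLP-1R + cAMP-response luciferase); 200 cells/uL plated, 12 h pre-culture, compound 24 hr, 37 deg C/5% CO2; detection reagent 12 min RT; luminescence.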
PLK1 PBD inh: blocks phosphopeptide binding to human PLK1 polo-box domain; Plk1 PBD binding of FITC phosphopeptide, fluorescence polarization; P53350; 360,000 compounds, 2.8% hits; AID 720504; Potency, µM, without a hit: max response, negative = inhibition, actives largely listed as inhibitors; note: potency is the fitted concentration of half-maximal effect; series mostly up to about 57 µM; % is set by controls: 0 for no effect and ±100 for the full control effect; nearly all actives have a fitted effect of over 65% in size
Target sequence (P53350 whole entry, looked up, the tested form may be a part): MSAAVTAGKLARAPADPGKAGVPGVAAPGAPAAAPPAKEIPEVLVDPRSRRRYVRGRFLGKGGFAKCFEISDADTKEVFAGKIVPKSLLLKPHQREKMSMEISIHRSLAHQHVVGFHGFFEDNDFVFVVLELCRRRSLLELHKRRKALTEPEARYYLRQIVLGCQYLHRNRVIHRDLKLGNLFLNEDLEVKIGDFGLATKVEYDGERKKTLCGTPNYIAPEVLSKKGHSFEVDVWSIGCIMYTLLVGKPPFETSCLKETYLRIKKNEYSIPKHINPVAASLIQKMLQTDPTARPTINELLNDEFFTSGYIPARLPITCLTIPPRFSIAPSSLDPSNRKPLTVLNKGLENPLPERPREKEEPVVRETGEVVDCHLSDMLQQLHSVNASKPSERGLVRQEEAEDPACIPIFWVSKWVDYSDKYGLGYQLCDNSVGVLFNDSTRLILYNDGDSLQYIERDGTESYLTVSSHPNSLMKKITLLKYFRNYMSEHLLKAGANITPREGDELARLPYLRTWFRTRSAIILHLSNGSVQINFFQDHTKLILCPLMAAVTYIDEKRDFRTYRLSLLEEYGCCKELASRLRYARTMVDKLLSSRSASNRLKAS
HEK293 tox: cytotoxicity counter-screen for GLP-1 receptor inverse agonists | HEK293 cAMP-luciferase reporter cells, luminescence, 24 h | 410,000 compounds, 0.13% hits | Potency, µM (series often up to 38.3 µM), inactives show top-dose activity change, negative = inhibition, hits mostly inhibitors;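 note: loss of luciferase light is scored as toxicity; potency is the fitted concentration of half-maximal effect; % is set by controls: 0 for no effect and ±100 for the full control effect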
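Seeding density was 200 cells/uL; after overnight-length (12 h) culture, 23 nL compounds went on for 24 h at 37 °C. Readout used a luciferase detection reagent, luminescence taken after 12 min at room temperature.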
EPAC1 agonist: EPAC1 (human) agonism. O95398. 360,000 compounds, 0.073% hits. EPAC1 agonist qHTS, biochemical assay; response scale: 100% = response to 6.5 mM cAMP. Potency, µM (doses to about 154 µM), for inactives: top-dose activation, most hits filed as activators; note: potency is the fitted concentration of half-maximal effect; nearly all actives have a fitted effect of over 60% in size
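Normalized to 6.5 mM cAMP, activity reflects EPAC1-catalysed release of BODIPY-GDP from Rap1B, followed kinetically over 30 min at 480 nm excitation, 540 nm emission. Reaction contained 100 nM EPAC1, 250 nM Rap1B-BODIPY-GDP, 50 uM GDP.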
EPAC1 antagonist: EPAC1 (human) antagonism; O95398; EPAC1 GEF assay, Rap1b-BODIPY-GDP exchange fluorescence; Potency, µM (top dose mostly 115 µM), without a hit: at the top dose activity change, negative = inhibition, actives largely listed as inhibitors; 360,000 compounds, 0.14% hits; AID 720709;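 note: potency is the fitted concentration of half-maximal effect; plate controls were vehicle for no effect and positive control for full effect; nearly all actives have a fitted effect of over 50% in size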
The depositor's hits bear a star; [ ] = dose if it differs, or a comment. Unless noted, calls come from the whole dose curve; as a rule, active = well fitted curve in the direction sought with a large enough effect; inconclusive = small, poorly fitted or top-dose-only effect, or another doubt; inactive = no such curve, though single readings can be large; an effect the other way counts as inactive or inconclusive. Some of the compounds tested. The share of hits here may be higher or lower than overall.

Results for CCN(CC)C(=O)COC(=O)C1CCN(S(=O)(=O)c2ccc3c(c2)OCCO3)CC1 ?
GLP-1R agonist: 1%; IL-2 act: -0.1; PTHR1 agonist: -24%; PI5P4K alpha inh: 2; GLP-1R inv ag: -4%; PLK1 PBD inh: -4%; HEK293 tox: 2%; EPAC1 agonist: -12%; EPAC1 antagonist: 17%

Results for CCOC(=O)c1ccc(S(=O)(=O)N2CCN(C(=O)c3cccc(S(=O)(=O)N4CC(C)OC(C)C4)c3)CC2)cc1 (stereo not drawn) ?
GLP-1R agonist: 2%; IL-2 act: 1.5; PTHR1 agonist: -17%; PI5P4K alpha inh: -5; GLP-1R inv ag: -30%; PLK1 PBD inh: -9%; HEK293 tox: 3%; EPAC1 agonist: 4%; EPAC1 antagonist: -10%

How did COc1ccc(CCC(C)Nc2cccc(F)c2)cc1 (stereo not drawn) do in these assays?
GLP-1R agonist: 11%; IL-2 act: -2.6; PTHR1 agonist: -24%[57.5 µM]; GLP-1R inv ag: 0%; PLK1 PBD inh: -6%; HEK293 tox: 4%; EPAC1 agonist: 17%; EPAC1 antagonist: -8%

Results for C[C@@H]1CCCCO[C@H](CN(C)S(=O)(=O)c2cccs2)[C@@H](C)CN([C@H](C)CO)C(=O)c2cc(NC(=O)Nc3ccc4c(c3)OCO4)ccc2O1 ?
GLP-1R agonist: 2%; IL-2 act: -1.6; PTHR1 agonist: -19%; PI5P4K alpha inh: -11; GLP-1R inv ag: 13%; PLK1 PBD inh: inconclusive; HEK293 tox: 6%; EPAC1 agonist: -22%; EPAC1 antagonist: -10%

What do the screens show for `N#Cc1c(NC(=O)CN2CCOCC2)oc(-c2ccccc2)c1-c1ccccc1`?
GLP-1R agonist: 2%; IL-2 act: 0.3; PTHR1 agonist: -49%[inhibitor]; PI5P4K alpha inh: -10; GLP-1R inv ag: inconclusive; PLK1 PBD inh: -11%; HEK293 tox: -13%; EPAC1 agonist: 6%; EPAC1 antagonist: -15%

Results for COc1ccccc1CNC(=O)CN(CCc1ccccc1)S(C)(=O)=O ?
GLP-1R agonist: 6%; IL-2 act: 1.2; PTHR1 agonist: -40%[inhibitor]; PI5P4K alpha inh: -1; GLP-1R inv ag: inconclusive; PLK1 PBD inh: -18%; HEK293 tox: -23%; EPAC1 agonist: 9%; EPAC1 antagonist: 7%

Results for N#Cc1c2c(c(Nc3ccccc3)n3c1nc1ccccc13)CCC2 ?
GLP-1R agonist: 0%; IL-2 act: -0.1; PTHR1 agonist: -8%[57.5 µM]; PI5P4K alpha inh: -8; GLP-1R inv ag: 1%; PLK1 PBD inh: inconclusive; HEK293 tox: 42%[activator]; EPAC1 agonist: 8%; EPAC1 antagonist: -10%

How did Cc1ccc(C)c(SCC(=O)Nc2cc(S(=O)(=O)N3CCOCC3)ccc2C)c1 do in these assays?
GLP-1R agonist: -2%; IL-2 act: -1.2; PTHR1 agonist: -22%; PI5P4K alpha inh: 9; GLP-1R inv ag: inconclusive; PLK1 PBD inh: inconclusive; HEK293 tox: -17%; EPAC1 agonist: 6%; EPAC1 antagonist: -10%

How did COc1ccc(N2CCN(C(=O)CSc3nc4[nH]ncc4c(=O)n3-c3ccc(Br)cc3)CC2)cc1 do in these assays?
GLP-1R agonist: 11%; IL-2 act: -0.3; PTHR1 agonist: -7%; PI5P4K alpha inh: 8; GLP-1R inv ag: inconclusive; PLK1 PBD inh: -6%; HEK293 tox: 2%; EPAC1 agonist: 14%; EPAC1 antagonist: inconclusive

What do the screens show for `O=C1Nc2ccccc2C1(O)c1ccccc1O` (stereo not drawn)?
GLP-1R agonist: -6%; IL-2 act: -0.7; PTHR1 agonist: -1%; PI5P4K alpha inh: -19; GLP-1R inv ag: -2%; PLK1 PBD inh: -11%; HEK293 tox: 14%; EPAC1 agonist: 13%; EPAC1 antagonist: -7%

Results for Cc1ccc(C(=O)Nc2cccc(-c3ccc(N4CCOCC4)nn3)c2)cc1C ?
GLP-1R agonist: 9%; IL-2 act: -3.2; PTHR1 agonist: inactive; PI5P4K alpha inh: 11; GLP-1R inv ag: 18%; PLK1 PBD inh: 6%; HEK293 tox: -8%; EPAC1 agonist: 3%; EPAC1 antagonist: inconclusive

How did CC1CCC2(CC1)NC(=O)N(CC(=O)Nc1ccc3c(c1)OCO3)C2=O (stereo not drawn) do in these assays?
GLP-1R agonist: -1%; IL-2 act: 7.2; PTHR1 agonist: inactive; PI5P4K alpha inh: -28; GLP-1R inv ag: inconclusive; PLK1 PBD inh: -7%; HEK293 tox: -9%; EPAC1 agonist: 0%; EPAC1 antagonist: -3%

Results for Cc1ccc(NC(=O)c2ccc(Cl)c(S(=O)(=O)N3CCCC3)c2)nc1 ?
GLP-1R agonist: 20%; IL-2 act: -1.3; PTHR1 agonist: -35%[inhibitor]; PI5P4K alpha inh: -1; GLP-1R inv ag: -2%; PLK1 PBD inh: -7%; HEK293 tox: -10%; EPAC1 agonist: 2%; EPAC1 antagonist: 4%

How did CCOc1ccc(C)cc1S(=O)(=O)n1ccnc1 do in these assays?
GLP-1R agonist: -5%; IL-2 act: -2.0; PTHR1 agonist: inactive; PI5P4K alpha inh: 1; GLP-1R inv ag: -5%; PLK1 PBD inh: inconclusive; HEK293 tox: -14%; EPAC1 agonist: 0%; EPAC1 antagonist: 8%

Results for O=C1CC(N2CCN(Cc3ccc4c(c3)OCO4)CC2)C(=O)N1CCc1ccccc1 (stereo not drawn) ?
GLP-1R agonist: -7%; IL-2 act: 4.4; PTHR1 agonist: -7%; GLP-1R inv ag: -17%; PLK1 PBD inh: -4%; HEK293 tox: -5%; EPAC1 agonist: 2%; EPAC1 antagonist: 6%

Results for CCC(=O)Nc1ccc(C(=O)CSc2nc3ccccc3[nH]2)cc1 ?
GLP-1R agonist: 5%; IL-2 act: 0.9; PTHR1 agonist: inactive; PI5P4K alpha inh: -28; GLP-1R inv ag: -12%; PLK1 PBD inh: 2%; HEK293 tox: 0%; EPAC1 agonist: -2%; EPAC1 antagonist: -23%

How did Nc1ncnc(NCc2ccc(F)cc2)c1[N+](=O)[O-] do in these assays?
GLP-1R agonist: 2%; IL-2 act: -0.4; PTHR1 agonist: inactive; PI5P4K alpha inh: -6; GLP-1R inv ag: -22%; PLK1 PBD inh: 0%; HEK293 tox: 0%; EPAC1 agonist: 10%; EPAC1 antagonist: -16%

Results for c1ccc(Cn2ncc3c(N4CCOCC4)ncnc32)cc1 ?
GLP-1R agonist: 15%; IL-2 act: -0.8; PTHR1 agonist: -13%[57.5 µM]; PI5P4K alpha inh: 5; GLP-1R inv ag: 22%; PLK1 PBD inh: -2%; HEK293 tox: 64%[activator]; EPAC1 agonist: 2%; EPAC1 antagonist: -16%

How did c1cncc(-c2nn3c(Cn4cnc5ccccc54)nnc3s2)c1 do in these assays?
GLP-1R agonist: 1%; IL-2 act: -0.2; PTHR1 agonist: inactive; GLP-1R inv ag: 3%; PLK1 PBD inh: 4.7µM*; HEK293 tox: 2%; EPAC1 agonist: -1%; EPAC1 antagonist: 9%

How did Cc1ccc(C)c(NC(=O)C2(C)CC3c4ccccc4C2c2ccccc23)c1 (stereo not drawn) do in these assays?
GLP-1R agonist: 4%; IL-2 act: 0.3; PTHR1 agonist: inactive; PI5P4K alpha inh: 6; GLP-1R inv ag: -11%; PLK1 PBD inh: -6%; HEK293 tox: 16%; EPAC1 agonist: 5%; EPAC1 antagonist: -11%

What do the screens show for `O=C1/C(=C/c2ccccc2)Nc2ccccc21`?
GLP-1R agonist: 1%; IL-2 act: 5.3; PTHR1 agonist: -1%[57.5 µM]; GLP-1R inv ag: -6%; PLK1 PBD inh: 8%; HEK293 tox: 8%; EPAC1 agonist: 6%; EPAC1 antagonist: 8%

Results for Cc1ccc(S(=O)(=O)c2cn(CC(=O)Nc3ccc4c(c3)OCO4)c3ccccc3c2=O)cc1 ?
GLP-1R agonist: 2%; PTHR1 agonist: -22%; GLP-1R inv ag: 7%; HEK293 tox: 3%

What do the screens show for `O=C(c1ccc2c(c1)OCCO2)C1CCN(S(=O)(=O)c2ccc(F)cc2)CC1`?
GLP-1R agonist: -8%; IL-2 act: 0.4; PTHR1 agonist: inactive; GLP-1R inv ag: -8%; PLK1 PBD inh: -8%; HEK293 tox: 1%; EPAC1 agonist: 1%; EPAC1 antagonist: -9%

Results for C=CCn1c(C)cc(C(=O)CN2C(=O)c3ccccc3S2(=O)=O)c1C ?
GLP-1R agonist: -73%[inhibitor]; IL-2 act: -3.6; PTHR1 agonist: -14%; PI5P4K alpha inh: 1; GLP-1R inv ag: inconclusive; PLK1 PBD inh: -15%; HEK293 tox: 24%; EPAC1 agonist: 11%; EPAC1 antagonist: 4%

Results for CCOc1ccc(C(=O)N/N=C/c2ccc(-c3ccc(S(=O)(=O)Nc4ncccn4)cc3)o2)cc1 ?
GLP-1R agonist: 0%; IL-2 act: -2.0; PTHR1 agonist: inactive; GLP-1R inv ag: 49%[activator]; PLK1 PBD inh: -21%; HEK293 tox: 0%; EPAC1 agonist: 4%; EPAC1 antagonist: inconclusive

Results for CCOC(=O)C(C#N)C(=N)C1C(=O)OC2CCCCC21 (stereo not drawn) ?
GLP-1R agonist: -4%; IL-2 act: 0.4; PTHR1 agonist: -8%; PI5P4K alpha inh: -11; GLP-1R inv ag: -3%; PLK1 PBD inh: 3%; HEK293 tox: -8%; EPAC1 agonist: -5%; EPAC1 antagonist: 3%

What do the screens show for `CCCC1(c2ccccc2)NC(=O)N(CC(=O)NCc2ccc(C)cc2)C1=O` (stereo not drawn)?
GLP-1R agonist: 6%; IL-2 act: -1.9; PTHR1 agonist: inactive; PI5P4K alpha inh: -8; GLP-1R inv ag: inconclusive; PLK1 PBD inh: -6%; HEK293 tox: 4%; EPAC1 agonist: 7%; EPAC1 antagonist: -23%
